From PubChem BioAssay
TcdB inh = TcdB glycohydrolase inhibition; P18177; TcdB glycohydrolase enzymatic assay, plate reader; inhibition, % at 9.99 µM; hit rate 0.24% among 350,000; AID 652162; in the data active = inhibition above about 10%
Anthrax LF prot = blocks Bacillus anthracis lethal factor protease; P15917; hit rate 0.12% among 360,000; multiplex microsphere protease cleavage assay, LF; inhibition, % at 10 µM; note: plate controls were buffer without enzyme for full effect and enzyme alone for no effect
Target sequence (P15917 whole entry, looked up): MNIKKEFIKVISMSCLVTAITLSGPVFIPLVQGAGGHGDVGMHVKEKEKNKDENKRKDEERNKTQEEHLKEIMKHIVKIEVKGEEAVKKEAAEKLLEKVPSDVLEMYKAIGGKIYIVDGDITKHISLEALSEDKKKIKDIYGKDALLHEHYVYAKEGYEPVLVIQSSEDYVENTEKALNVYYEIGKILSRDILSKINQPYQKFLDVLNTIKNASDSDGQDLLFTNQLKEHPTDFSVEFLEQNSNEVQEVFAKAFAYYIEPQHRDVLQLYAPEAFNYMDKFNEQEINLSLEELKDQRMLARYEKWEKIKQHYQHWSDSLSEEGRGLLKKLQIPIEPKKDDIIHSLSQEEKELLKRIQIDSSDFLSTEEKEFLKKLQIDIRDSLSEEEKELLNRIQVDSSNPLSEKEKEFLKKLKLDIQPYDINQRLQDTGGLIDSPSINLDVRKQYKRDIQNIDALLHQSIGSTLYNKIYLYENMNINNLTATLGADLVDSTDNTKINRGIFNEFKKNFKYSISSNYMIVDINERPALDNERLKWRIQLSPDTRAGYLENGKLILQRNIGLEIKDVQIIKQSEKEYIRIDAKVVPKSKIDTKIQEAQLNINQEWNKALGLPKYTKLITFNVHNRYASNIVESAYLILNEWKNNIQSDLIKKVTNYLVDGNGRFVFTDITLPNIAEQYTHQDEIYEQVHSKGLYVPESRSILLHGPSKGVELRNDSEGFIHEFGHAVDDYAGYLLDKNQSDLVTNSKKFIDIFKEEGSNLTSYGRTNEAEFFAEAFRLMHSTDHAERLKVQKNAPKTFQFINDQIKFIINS
BH1578 lux ind = induces V. cholerae light production without autoinducers. AID 588436. V. cholerae BH1578 lux reporter, luminescence, 6 h. activation, % at 18.7 µM. hit rate 0.16% among 350,000; in the data active = activation mostly above about 9.7%, no sharp cut-off; note: not every result past the cut was called active; inactives centre near 0; reference of the scale not given here
SARS 3CLpro inh = SARS-CoV 3CLpro protease inhibition; P0C6X7; recombinant SARS-CoV 3CLpro, quenched FRET peptide cleavage; hit rate 0.14% among 290,000; inhibition, % at 6 µM; in the data active = inhibition above about 12%
Yp Topo-I inh = Y. pestis Topo-I inhibition via cleavage products; Y. pestis Topo-I cleavage product accumulation, plate reader; hit rate 0.064% among 360,000; activity, % at 10 µM; AID 504884; in the data active = activity above about 50%, passing the limit was not always enough; note: inactives centre near 2
PriA SSB inh = inhibitors of Klebsiella pneumoniae PriA binding to SSB C-terminal tail. hit rate 0.6% among 430,000. AlphaScreen SSBct-PriA binding, biotinylated peptide. inhibition, % at 33 µM. AID 1272365; in the data active = inhibition mostly above about 37%, no sharp cut-off; inactive = mostly below about 20%;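 note: plate controls were negative control peptide for no effect and reference peptide for full effect; strong numbers were not always called active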
PfHsp40 yeast = rescue of PfHsp40-mediated yeast toxicity; hit rate 0.68% among 340,000; growth rescue, % at 12.5 µM; S. cerevisiae expressing PfHsp40, growth rescue, ATP luminescence; in the data active = growth rescue above about 28%, passing the limit was not always enough;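 note: yeast W303a lacking pdr1 and pdr3 grown in galactose medium; growth measured after three days at 30 °C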
BoNT A protease = BoNT A light chain protease inhibition; inhibition, % at 10 µM; hit rate 0.17% among 360,000; multiplex microsphere protease substrate cleavage, flow cytometry; note: plate controls were buffer without enzyme for full effect and enzyme alone for no effect
PrPC TRFRET = reduces human prion protein on the cell surface; inhibition, % at 13.8 µM; hit rate 0.43% among 370,000; cell surface PrPC, TR-FRET read-out; in the data active = inhibition above about 24%; note: 0% = median of the test wells and 100% = reference compound wells
Starred values were filed as active, the others as inactive; i = inactive; . = no result given; & = joins results of further samples; ! = repeats disagree. Cut-off read from the data, not from the text of the source, unless noted: active = inhibition above about 30%; inconclusive = no clear call, values can overlap the other calls; inactive = below that. Not all compounds are listed. The share of hits here may be higher or lower than overall.

SMILES	TcdB inh	Anthrax LF prot	BH1578 lux ind	SARS 3CLpro inh	Yp Topo-I inh	PriA SSB inh	PfHsp40 yeast	BoNT A protease	PrPC TRFRET
Cc1cc(NC(=O)CSc2ncn(-c3ccccc3)n2)no1	.	-4	i	1	4	-13	-0.5	-0.2	7
COc1cccc(OC)c1OCCOc1ccccc1OC(C)C	.	0	-3.2	1	8	-29	0.8	0.2	6
CC(=O)NCC(=O)N1CCCC(C(=O)c2ccc3c4c(cccc24)CC3)C1 (stereo not given)	2.9	0	-0.3	3	15	-11	-0.6	0.4	-6
O=C(NC1CCN(Cc2ccccc2)CC1)c1ccc(N2CC3CC(C2)c2cccc(=O)n2C3)c([N+](=O)[O-])c1 (stereo not given)	-0.7	-5	0.1	2	11	0	0.4	0.2	-9
Cc1cc(S(=O)(=O)Nc2cc(C)c(O)c(C)c2)c(C)s1	.	-6	-1.0	-1	0	-5	0.1	-2.8	-2
O=C(NC1CCCCC1)N1CCc2ccccc2C1	-0.8	-5	-0.2	0	10	8	1.1	0.1	4
CCOC(=O)C1CCCN(c2ccc([N+](=O)[O-])c3nonc23)C1 (stereo not given)	1.3	-1	-0.9	-12	4	-2	-0.3	8.7	-46
COc1ccc(OC)c(NC(=O)c2cccc3c2C(=O)N(C2CCCCC2)C3)c1	0.4	1	-0.2	3	11	2	0.0	1.2	2
CCCn1c(SCC(=O)N(CC)c2c(N)n(Cc3ccccc3)c(=O)[nH]c2=O)nnc1-c1ccncc1	1.2	0	i	.	-7	-6	-0.4	-4.0	-5
O=S1(=O)CCOCCCN1Cc1ccccc1	0.9	3	-0.7	-2	9	-3	-0.5	0.3	0
N#CC(CCN1CCOCC1)(c1ccccc1)c1ccccc1	2.1	-2	i	1	3	2&1	-0.2	1.5	9
CC1(C(=O)Nc2ccc(Cl)c(C(F)(F)F)c2)Cc2c(-c3cccc(C(N)=O)c3)ccnc2O1 (stereo not given)	-0.1	5	0.3	.	-7	.	.	0.4	1
C=CC[C@@H](CC(=O)N[C@@H](CO)Cc1ccccc1)C(=O)N[C@@H](COC(=O)[C@@H](CC=C)CC(=O)OC(C)(C)C)Cc1c[nH]c2ccccc12	2.8	-7	-0.5	.	-1	-3	0.2	0.1	0
CCn1c(O)c(/C(C)=N/N2CCCCC2c2cccnc2)c(=O)[nH]c1=S (stereo not given)	.	-3	-0.3	-2	1	.	-0.1	-0.5	-4
CC(=O)Nc1cccc(-c2ccnc3c2CC(C)(C(=O)NCCN(C)C)O3)c1 (stereo not given)	1.1	3	-0.3	.	4	.	.	-0.2	-3
O=C(CCCN1C(=O)/C(=C/c2cccs2)SC1=S)Nc1cccnc1	1.5	0	i	-4	-2	3	-0.4	1.2	-10
Cc1ccc(NC(=O)CSC2=Nc3ccccc3C3CC=NN23)c(C)c1 (stereo not given)	.	-24	-0.3	8	-9	-5	-0.2	-0.7	-2
Cc1cc(C)n(-c2cc(N3CCOCC3)nc(-c3ccccc3)n2)n1	4.4	-4	-0.3	0	-7	2	-1.5	-2.2	-4
COc1cc(/C=N/NC(=O)c2ccncc2)ccc1OCC(=O)Nc1ccc(C)c(C)c1	1.4	6	-0.5	-1	27	.	0.9	1.3	7
CCN(Cc1ccccc1)S(=O)(=O)c1ccc(C(=O)N(CCCN(C)C)c2nc3c(C)c(C)ccc3s2)cc1	2.6	-6	i	.	4	39*!	1.4	-1.4	-13
CC(C)NC(=O)C(=O)NCCC1CCCCN1S(=O)(=O)c1cccs1 (stereo not given)	-8.6	1	i	.	2	-15	-0.4	0.3	10
COc1ccc(-c2cc3nc4c(c(=O)n3[nH]2)CCC4)cc1	.	2	0.3	-7	2	-8	0.8	1.7	6
O=C(c1ccc(S(=O)(=O)N2CCC(c3nc4ccccc4[nH]3)CC2)cc1)N1CCOCC1	.	-3	-0.4	2	1	-8	2.5	0.7	-6
Cc1nn(-c2ccccc2)c(C)c1NC(=O)COC(=O)CC(C)c1ccccc1 (stereo not given)	1.5	-3	i	.	-1	1	-0.8	0.3	0
CCn1cc(S(=O)(=O)c2ccc(OC)cc2)c(=O)c2cc(F)c(N3CCN(C)CC3)cc21	1.0	0	-0.4	-3	-3	-10	-1.6	0.2	-7
COc1ccccc1NC(=O)C1=C(C)Nc2nc(CCCO)nn2C1c1cccnc1 (stereo not given)	.	5	i	0	-3	-14	0.2	0.5	-7
Cc1ccc(NC2=NCC(=O)N2Cc2ccc3c(c2)OCO3)c(C)c1	.	2	3.6	5	6	-11	-0.4	-1.9	6
CCOC(=O)C1=C(C)N=c2s/c(=C/c3ccc(OCC(=O)O)cc3)c(=O)n2C1c1ccc(SC)cc1 (stereo not given)	.	7	i	10	3	.	-0.1	-2.7	.
CC1CCN(C(=O)CSc2nc(C(C)C)nc3c2c(=O)n(C)c(=O)n3C)CC1	0.1	2	-1.6	9	1	1&8	1.3	2.6	-5
COCCNC(=O)CN(CCc1ccccc1)S(=O)(=O)c1ccc(Br)cc1	-0.3	-12	-0.4	1	-9	6	-0.3	-4.6	-4

Reprinted from above (five entries):
SMILES	TcdB inh	Anthrax LF prot	BH1578 lux ind	SARS 3CLpro inh	Yp Topo-I inh	PriA SSB inh	PfHsp40 yeast	BoNT A protease	PrPC TRFRET
COc1ccccc1NC(=O)C1=C(C)Nc2nc(CCCO)nn2C1c1cccnc1 (stereo not given)	.	5	i	0	-3	-14	0.2	0.5	-7
Cc1ccc(NC2=NCC(=O)N2Cc2ccc3c(c2)OCO3)c(C)c1	.	2	3.6	5	6	-11	-0.4	-1.9	6
CCOC(=O)C1=C(C)N=c2s/c(=C/c3ccc(OCC(=O)O)cc3)c(=O)n2C1c1ccc(SC)cc1 (stereo not given)	.	7	i	10	3	.	-0.1	-2.7	.
CC1CCN(C(=O)CSc2nc(C(C)C)nc3c2c(=O)n(C)c(=O)n3C)CC1	0.1	2	-1.6	9	1	1&8	1.3	2.6	-5
COCCNC(=O)CN(CCc1ccccc1)S(=O)(=O)c1ccc(Br)cc1	-0.3	-12	-0.4	1	-9	6	-0.3	-4.6	-4

Following part
SMILES	TcdB inh	Anthrax LF prot	BH1578 lux ind	SARS 3CLpro inh	Yp Topo-I inh	PriA SSB inh	PfHsp40 yeast	BoNT A protease	PrPC TRFRET
Cc1cc(/C=N/n2cnnc2)c(C)n1-c1ccc(Cl)cc1	.	0	-0.4	-1	16	.	-1.3	-0.9	0
CCCCCCCCCCCCCCCC[N+](C)(C)CC	2.2	-6	-0.7	.	-16	-27	5.0	-1.3	26*
CS(=O)(=O)N(CC(=O)Nc1cccnc1)c1ccc2c(c1)OCCO2	0.0	1	1.5	-7	3	-8	0.0	-1.9	-3
CN1CCN(CCNC(=O)c2ccc(CS(=O)c3ccc(Br)cc3)o2)CC1 (stereo not given)	1.1	-1	-4.5	.	-6	.	.	0.0	-10
O=C(NCC(O)CO)c1ccc2[nH]c3ccccc3c2c1 (stereo not given)	0.6	-2	.	2	-1	-20	-1.0	0.3	3
Nc1ccc(S(=O)(=O)N2CCCC2)cc1Cl	-1.0	-7	-0.2	0	1	4	0.1	-0.9	4
Cc1cccc(NC(=S)NC(=O)c2ccco2)c1C	0.3	-3	-2.3	2	7	-10	2.3	-0.8	-2
COC(=O)CSc1nc(-c2ccccc2)nc2ccccc12	1.7	0	0.8	-3	16	-84	0.1	0.4	106*
Cn1c(C(=O)N(Cc2ccccc2)Cc2ccccn2)cc2sccc21	.	0	i	-1	20	18	0.0	0.9	-2
COc1ccc(CN(C)CC(=O)N2CCc3ccccc3C2)cc1	1.8	1	-0.3	-3	7	-1	-1.2	-3.7	-6
O=C(O)CCN1C(=O)c2ccc(NC(=O)CCc3ccccc3)cc2C1=O	-0.4	0	i	0	7	3	-1.0	1.5	-6
Nc1ncnc(Nc2cc(Cl)cc(Cl)c2)c1[N+](=O)[O-]	0.1	3	-0.2	0	2	-10	-1.6	-0.6	7
CCS(=O)(=O)c1nc2ccccc2n1CC(=O)N1CCOCC1	.	1	-0.7	3	-5	-9	0.9	-0.3	12
S=c1[nH]nc(C2CCCCC2)n1/N=C/c1cccc(Br)c1	-1.3	-9	i	-1	9	.	-0.3	-0.8	-4
C[C@]12c3[nH]c4ccc(Cl)cc4c3CCN1C(=O)[C@@H](CC(=O)NCc1ccco1)C[C@@H]2C(=O)N1CCOCC1	1.4	-4	i	.	23	4	0.1	-0.3	-12
O=C(Nc1ccc(S(=O)(=O)Nc2ncccn2)cc1)C1=COCCO1	2.5	-5	-7.9	.	2	-6	-0.1	-1.9	2
O=C(NC1CCS(=O)(=O)C1)c1ccc(S(=O)(=O)N2CCCC2)cc1 (stereo not given)	0.4	7	-0.7	1	4	-2	-4.1	3.9	-2
CSCCC(NC(=O)c1ccccc1Cl)C(=O)NNC(=O)c1csc(N2CCOCC2)n1 (stereo not given)	-0.3	-6	-1.5	.	-5	6	-0.1	0.7	-1
Cc1noc(C)c1COc1ccc(C(=O)NNC(=O)c2ccccc2)cc1	0.3	.	-5.6	.	-1	-15	2.5	.	-5
CC(C)COc1ccc(C(=O)N2C(=O)c3ccc(N)cc3C2=O)cc1	1.3	0	-2.8	-2	-7	-3	0.3	0.2	-2
CC(C)Oc1ccc2nnnn2n1	0.1	-6	-0.7	2	6	-17	-1.3	-1.2	-5
N/C(=N\OC(=O)Nc1ccc(Cl)c(Cl)c1)c1ncc(C(F)(F)F)cc1Cl	.	0	i	-1	-8	.	0.2	-0.2	2
Cc1noc(C)c1COc1ccc(C(=O)N2CCCC(C(N)=O)C2)cc1 (stereo not given)	2.9	-2	0.4	-7	-11	-6	-1.7	-0.7	1
c1cn2cc(-c3ccc(CN4CCOCC4)cc3)ccc2n1	1.5	-1	-0.6	.	6	.	.	0.0	-3
Cc1ccccc1-n1nnnc1SCC(N)=O	.	0	-0.9	-5	-1	-18	0.0	-0.4	-1
CC1(C)CNc2cc(N)ccc2S1	-0.5	-5	-0.4	-1	-21	74*	0.7	2.9	-9
COc1ccc(-c2cc(NC(C)=O)c3ncc(-c4ccc(OC)c(OC)c4)n3c2)c(OC)c1	-1.3	-2	-0.4	.	12	.	.	0.3	-4
O=C(CN1C(=O)NC2(CCCC2)C1=O)N1CCN(S(=O)(=O)c2ccccc2F)CC1	1.2	2	0.7	4	0	3	-1.1	2.0	3
CCOC(=O)C1=C(C)N(CC)C(=S)NC1c1ccc(Cl)cc1 (stereo not given)	1.7	-2	0.0	-2	-2	6	2.4	-1.1	1
CCOC(=O)/C(CCC[N+](C)(CC)CC)=N\O	0.6	1	-0.2	1	-9	.	1.8	0.4	0
CC(C)NS(=O)(=O)c1ccc(NC(=O)NC2CCCCC2)cc1	-7.8	-1	0.2	0	5	0	-1.5	0.1	10
Cn1c(NCCN2CCCC2)nc2cc(-c3cccc(C(F)(F)F)c3)sc2c1=O	0.4	2	-0.8	.	-8	.	.	0.5	.
Cc1cc(CNC(=O)CC2C(=O)NCCN2Cc2ccc(-c3ccccc3)cc2)nn1C (stereo not given)	0.7	3	-3.7	-1	34	-8	-1.2	0.1	9
O=C(CN1C(=O)NC2(CCCC2)C1=O)N1CCN(C(=O)c2ccco2)CC1	.	2	-1.2	-5	5	-7	-2.4	0.6	-7
N#CC(c1ccccc1O)N1N=C(c2ccccc2)CC1c1ccccc1 (stereo not given)	0.3	-3	i	-2	8	-14	2.5	-0.5	-3
COc1cc2c(cc1OC)C(c1cccc([N+](=O)[O-])c1)=NCC2	3.1	8	-0.8	-1	-7	-16	-0.8	-2.4	-21
Nc1ccc(N=Nc2ccccc2)c(N)n1	0.5	-16	i	2	-11	56*	6.4	-4.4	-27
CC(=O)N1CCC(=NNc2ncc(C(F)(F)F)cc2Cl)CC1	0.8	-1	-0.4	-1	-15	5	-0.6	-1.0	-2
COc1ccc(C2(c3ccc(OC)cc3)NC(=O)N(CC(=O)NCC(C)c3ccccc3)C2=O)cc1 (stereo not given)	0.9	0	-0.2	.	-6	12	-0.2	0.0	1
CSC1=C(C#N)C(=O)NC(c2ccccc2O)S1 (stereo not given)	0.5	-10	-0.8	6	-2	7	0.2	2.6	2
Nc1ccccc1SSc1ccccc1N	2.7	-14	-0.6	-5	-3	-10	0.7	-6.3	2
O=C(Nc1cccc(F)c1)c1cccnc1	1.1	5	i	1	-1	5	0.2	2.0	-2
